Screening data as filed in PubChem.
SV40 large T antigen: TAg ATPase/helicase activity blockers – biochemical (AID 1903); 0.39% of 310,000 active; SV40 large T antigen ATPase/helicase inhibition assay; higher % means a stronger effect; inhibition, % at 20 µM, or IC50 in µM where a hit was titrated; in the data active = a potency from the dose series; inconclusive = inhibition mostly from about 32% at the one dose, without a potency; inactive = the rest, 99 in 100 with inhibition below about 32%; note: strong numbers were not always called active
AID2073: inhibitors of Mint1-CaV2.2 protein interaction, biochemical, HTRF (AID 2073); HTRF protein-protein interaction, Mint1-CaV2.2; higher % means a stronger effect; inhibition, % at 20 µM, or IC50 in µM where a hit was titrated; 0.19% of 290,000 active; in the data active = inhibition mostly above about 51%, no sharp cut-off; inconclusive = no clear call, values can overlap the other calls; inactive = mostly below about 53%; note: some results filed as inactive read as strong as hits
MgcRacGAP inhibition: MgcRacGAP GTPase-activating activity inhibitors, confirmation, biochemical, ADP Hunter fluorescence; MgcRacGAP-stimulated Rac1 GTP hydrolysis, ADP Hunter fluorescence; higher % means a stronger effect; GST-tagged Rac1 F28L mutant substrate; one-dose inhibition, % at 30 µM; IC50 in µM for titrated hits; 0.6% of 340,000 active; AID 624330;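 active = first-screen hits whose inhibition reached a set limit at any dose in the follow-up dose series; inconclusive = inhibition above the set first-screen limit but never retested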;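 note: fluorescence reports GDP produced by GAP-driven GTP hydrolysis; strong numbers were not always called active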
GPR55 LPI antagonism: inhibition of LPI-stimulated GPR55 beta-arrestin translocation – imaging, U2OS, beta-arrestin-GFP, LPI agonist, primary screen (AID 2013). one-dose inhibition, % at 10 µM; IC50 in µM for titrated hits. U2OS GPR55 beta-arrestin-GFP translocation imaging, LPI antagonism; higher % means a stronger effect. 0.13% of 290,000 active;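 active = spots per cell inhibited over 60%, with over 100 cells counted and total cytoplasm intensity under 500,000; inconclusive = wells with under 100 cells, flagged as likely toxic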;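 note: U2OS cells stably carrying GPR55 and arrestin-GFP stimulated by 5 µM LPI near EC80; imaged beta-arrestin-GFP aggregate spots per cell after agonist stimulation; plate controls were LPI-stimulated DMSO wells for no effect and DMSO wells without LPI for full effect; some results filed as inactive read as strong as hits; confirmed hits need IC50 under 10 µM and bright autofluorescent wells are also inconclusive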
NS5 inhibitors: flavivirus cap methylation enzyme inhibition – biochemical, confirmation dose response, primary screen (AID 588689); Dengue-2 NS5 methyltransferase capping enzyme assay, biochemical; higher % means a stronger effect; one-dose inhibition, % at 25 µM; IC50 in µM for titrated hits; 0.3% of 340,000 active; in the data active = a potency from the dose series; inconclusive = inhibition above about 29% without an active follow-up result
GPR55 beta-arrestin: GPR55 agonists via beta-arrestin recruitment, primary screen, imaging, U2OS cells, beta-arrestin-GFP redistribution (AID 1961) | 0.048% of 290,000 active | activation, % at 10 µM; hits with a dose series show EC50 in µM | U2OS GPR55 beta-arrestin-GFP redistribution imaging; higher % means a stronger effect;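 active = activation above 40% with more than 50 cells counted in the well; inconclusive = wells holding fewer than 50 cells, flagged as toxic or sparse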;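 note: U2OS osteosarcoma cells stably expressing GPR55 and beta-arrestin-GFP; plate controls were DMSO negative control for no effect and LPI positive control for full effect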
NTR1 ag: NTR1-driven beta-arrestin-GFP spot formation – imaging, U2OS cells, high content, primary screen (AID 493036); agonist mode; activation, % at 20 µM; 0.17% of 330,000 active;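 active = activation at or above 40% of the spot to cytoplasm intensity ratio, with at least 20 cells analyzed; inconclusive = wells under 20 cells, flagged as cytotoxic or low count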;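 note: 0% = DMSO without peptide and 100% = 100 nM NTR1 peptide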
Target sequence (P30989 whole entry, looked up): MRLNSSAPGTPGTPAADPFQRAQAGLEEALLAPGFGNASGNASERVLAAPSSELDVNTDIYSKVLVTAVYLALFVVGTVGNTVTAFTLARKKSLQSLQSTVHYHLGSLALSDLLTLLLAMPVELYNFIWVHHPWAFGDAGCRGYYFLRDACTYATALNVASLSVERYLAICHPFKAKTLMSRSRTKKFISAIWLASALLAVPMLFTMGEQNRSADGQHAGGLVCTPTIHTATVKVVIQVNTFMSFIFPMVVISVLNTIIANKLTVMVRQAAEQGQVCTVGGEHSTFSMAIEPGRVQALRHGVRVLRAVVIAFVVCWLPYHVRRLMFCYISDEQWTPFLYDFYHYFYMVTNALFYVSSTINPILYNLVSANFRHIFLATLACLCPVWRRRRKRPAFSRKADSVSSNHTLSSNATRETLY
GPR35 arrestin U2OS: inhibition of zaprinast-stimulated GPR35 beta-arrestin translocation – imaging, U2OS, beta-arrestin-GFP, zaprinast agonist, primary screen (AID 2058) | U2OS GPR35 beta-arrestin-GFP translocation imaging, zaprinast antagonism; higher % means a stronger effect | inhibition, % at 10 µM; hits with a dose series show IC50 in µM | 0.052% of 290,000 active;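 active = inhibition of at least 50% with at least 30 cells and total cytoplasm GFP at most 10,000,000; inconclusive = under 30 cells or total GFP of 10,000,000 plus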
Yfh1-depleted yeast: mitochondrial function rescue without frataxin homolog – Friedreich's ataxia, plus single-dose screen, dose response (AID 1465); S. cerevisiae Yfh1-off respiration, WST-1 reduction, 72 h; higher fold induction means a stronger effect; 0.074% of 220,000 active; fold induction at 50 µM, or EC50 in µM where a hit was titrated;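 active = fold induction of absorbance versus untreated yeast above a set limit, then at least 30% activation at any dose in follow-up; inconclusive = repeats straddling the limit, or above it without dose testing; inactive = fold induction below the set limit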;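 note: activators that raise dye reduction in frataxin-depleted yeast; strong numbers were not always called active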
NTR1 ag cell count 20 µM: second read-out of NTR1 ag, no call of its own (marks repeat the call); cell count; measured here: cell count, cytotoxicity flag
NS5 inhibitors pilot replicate: recorded beside NS5 inhibitors, whose call it bears; inhibition, %; measured here: pilot screen replicate inhibition
* marks the source's active call; other numbers are inactive results; i = inactive; ? = inconclusive; . = no result given. No enrichment for hits; 1.7% or so of the library scored in one or more.

SMILES | SV40 large T antigen | AID2073 | MgcRacGAP inhibition | GPR55 LPI antagonism | NS5 inhibitors | GPR55 beta-arrestin | NTR1 ag | NTR1 ag cell count 20 µM | GPR35 arrestin U2OS | Yfh1-depleted yeast | others
O=[N+]([O-])c1ccc(CN2C=NS(=O)(=O)c3ccccc32)cc1 | 7% | -5% | 4% | -8% | -6% | -0.5% | 1.7 | 33 | -1% | i
Cc1oc2nc(SCC(=O)Nc3ccc(S(N)(=O)=O)cc3)nc(NC(=O)c3ccccc3)c2c1C | -3% | 11% | 4% | 1% | -6% | 0.0% | -0.4 | 74 | 8% | i
O=C(O)CCCC(=O)Nc1ccc(-n2ccc(C(F)(F)F)n2)cc1 | 8% | -11% | 2% | 12% | -9% | -0.2% | -0.7 | 56 | 2% | i
Cc1ccnc(NC(=O)c2ccc3c(c2)C(=O)N(CCC(C)C)C3=O)c1 | 7% | 13% | 8% | 4% | -5% | -0.2% | 0.3 | 56 | -12% | .
O=C(COc1ncnc2ccccc12)NCCCN1CCCC1=O | -4% | 42% | 2% | -2% | 6% | -0.2% | -3.7 | 93 | 0% | i
COc1ccc(C(=O)CSc2nnc(-c3ccc(S(=O)(=O)N4CCOCC4)cc3)o2)cc1 | 0% | 24% | 6% | 4% | 4% | 0.3% | 8.2 | 74 | 16% | i | NS5 inhibitors pilot replicate=0.0
CC1CCCC(C)N1c1nnc(NC(=O)c2cc(-c3ccc(Br)cc3)on2)s1 (stereo unspecified) | 9% | 11% | 1% | -12% | 0% | -0.1% | 1.8 | 50 | 4% | .
COC(=O)C1=C(C(=O)c2ccccc2)C(c2cccs2)n2nnnc2N1 (stereo unspecified) | -1% | 7% | 12% | 12% | 3% | 0.3% | -1.0 | 37 | -2% | i
CCc1csc(CCNC(=O)C2CCC(=O)N(Cc3ccccc3F)C2)n1 (stereo unspecified) | 19% | -1% | -1% | -24% | 2% | 0.3% | 0.2 | 44 | -6% | .
CC[C@H](C)[C@@H]1NC(=O)c2cc([N+](=O)[O-])cc(F)c2OCC[C@@H](C(N)=O)NC(=O)[C@H](CCCCN)NC1=O | 15% | 4% | 2% | 8% | 0% | -0.3% | 1.8 | 87 | 4% | i
COc1cc(/C=C2\SC(=O)N(Cc3ccc(F)cc3)C2=O)cc([N+](=O)[O-])c1O | 6% | 1% | -2% | 17% | 15% | -0.1% | 4.4 | 92 | -6% | i
CCOC(=O)c1ccc(NC(=S)NCCCn2ccnc2)cc1 | 9% | -5% | -38% | 9% | -29% | -0.2% | 0.3 | 59 | 2% | i

Among those listed so far, two contain two or more sulfur atoms:
SMILES | SV40 large T antigen | AID2073 | MgcRacGAP inhibition | GPR55 LPI antagonism | NS5 inhibitors | GPR55 beta-arrestin | NTR1 ag | NTR1 ag cell count 20 µM | GPR35 arrestin U2OS | Yfh1-depleted yeast | others
Cc1oc2nc(SCC(=O)Nc3ccc(S(N)(=O)=O)cc3)nc(NC(=O)c3ccccc3)c2c1C | -3% | 11% | 4% | 1% | -6% | 0.0% | -0.4 | 74 | 8% | i
COc1ccc(C(=O)CSc2nnc(-c3ccc(S(=O)(=O)N4CCOCC4)cc3)o2)cc1 | 0% | 24% | 6% | 4% | 4% | 0.3% | 8.2 | 74 | 16% | i | NS5 inhibitors pilot replicate=0.0

Next section
SMILES | SV40 large T antigen | AID2073 | MgcRacGAP inhibition | GPR55 LPI antagonism | NS5 inhibitors | GPR55 beta-arrestin | NTR1 ag | NTR1 ag cell count 20 µM | GPR35 arrestin U2OS | Yfh1-depleted yeast | others
COc1ccc(CN2CCN(c3cc(C)nc4c5c(C)cc(C)nc5nn34)CC2)cc1F | . | 15% | 15% | 5% | -4% | 0.1% | 5.1 | 93 | 1% | i
Cc1ccc(OCC(O)CN2CCCC2)cc1 (stereo unspecified) | 15% | 3% | 5% | 9% | 3% | 0.2% | 0.5 | 48 | -2% | .
COC(=O)c1ccc(Oc2ccc(C(C)(C)C)cc2)c([N+](=O)[O-])c1 | 5% | -7% | 5% | 5% | -6% | 0.2% | 0.8 | 38 | 2% | .
CC(C)Oc1ccc(C(CC(=O)O)n2cnnn2)cc1 (stereo unspecified) | 12% | -1% | . | -11% | . | -0.4% | 0.8 | 49 | -20% | i
COc1ccc(C(=O)NC2CCN(C(=S)Nc3ccc(C)cc3)CC2)cc1 | 11% | -17% | 3% | 13% | -3% | 1.0% | 0.4 | 61 | 6% | i
CCOc1ccc(CCNC(=O)COC(=O)/C=C/c2ccco2)cc1OCC | 13% | -3% | 7% | 6% | 2% | 0.2% | 0.7 | 76 | -10% | .
Cc1ccc(S(=O)(=O)N2CCN(C(=O)COC(=O)c3cnc(C)cn3)CC2)c(C)c1 | 19% | . | 7% | . | 4% | . | 0.2 | 51 | . | .
COc1ccc(C2SCC(=O)N2c2nc3ccccc3s2)cc1 (stereo unspecified) | 3% | -5% | 7% | -17% | -3% | 0.2% | 3.0 | 75 | 6% | i
COc1ccc2cc(C(c3nnnn3C3CCCC3)N3CCCCCC3)c3nnnn3c2c1 (stereo unspecified) | 5% | 7% | 4% | -1% | 0% | 0.4% | 1.6 | 48 | 10% | i
Cc1nc2ccccn2c1-c1csc(Nc2cccc(O)c2)n1 | 30% | 10µM* | 13% | -3% | -1% | 0.2% | . | . | -7% | i
COc1ccc(-n2nc(C(=O)NCC(=O)NC(C)C)c3ccccc3c2=O)cc1OC | -1% | 11% | 2% | 2% | -6% | -0.1% | -0.6 | 114 | 8% | .
Cc1cc(C)nc(NC(=O)c2cc([N+](=O)[O-])cc([N+](=O)[O-])c2)n1 | -1% | -2% | 6% | 8% | 1% | -0.2% | -1.2 | 62 | -8% | i
CC(=O)Nc1c(-c2ccccc2)nc2ncccn12 | 0% | 32% | 16% | -2% | -1% | -0.1% | 5.0 | 50 | 3% | i
CC(=O)Oc1ccc(C(=O)Nc2cccc(C(=O)c3ccc(C)c(C)c3)c2)cc1 | 22% | . | 0% | . | -10% | . | 9.0 | 57 | . | .
O=C1NN(c2ccccc2)C(=O)/C1=C/c1ccc(-c2ccc(C(=O)O)cc2)o1 | 21µM* | 11% | ? | -5% | >100µM* | -0.1% | 0.4 | 62 | -21% | .
CS(=O)(=O)N(CC(=O)NCc1ccco1)c1ccc(Cl)c(C(F)(F)F)c1 | 8% | 23% | 3% | 0% | 0% | 0.3% | 1.1 | 83 | -3% | i
COc1ccc(C(=O)NNC(=O)Cn2nnc(-c3ccc(OC)c(OC)c3)n2)cc1 | -1% | 0% | 4% | 6% | 4% | -0.1% | -1.3 | 84 | -6% | i
CCC(=O)C1CCCN(C(=O)CCc2nnc(-c3ccc4c(c3)OCO4)o2)C1 (stereo unspecified) | 4% | 8% | 4% | -9% | 1% | -0.1% | -1.0 | 37 | 21% | .
O=C(COC(=O)Cn1cnc2ccccc21)Nc1cccc([N+](=O)[O-])c1 | 6% | -9% | 4% | 11% | -8% | -0.3% | -1.0 | 37 | -13% | i
CC(C)CN1C(=O)c2ccccc2C1(O)Cc1ccccc1 (stereo unspecified) | 2% | 1% | 3% | -1% | -2% | -0.1% | 3.1 | 66 | -5% | i
Cc1nn(CCC(=O)NCCc2ccccc2Cl)c(=O)c2nn(-c3ccccc3)c(C)c12 | 8% | 13% | 5% | 17% | -10% | -0.1% | 0.6 | 48 | 11% | .
O=C(COC(=O)c1cccc([N+](=O)[O-])c1)NCc1cccs1 | 0% | -10% | 3% | 12% | 2% | 0.1% | -0.1 | 42 | -11% | i
COc1cc(-c2nc3ccccn3c2/N=C/c2cc(OC)c(O)cc2Cl)ccc1O | ? | 18% | 70µM* | -14% | 3% | -0.7% | 5.8 | 34 | -16% | i
O=C1CC(N2CCC(c3nc4ccccc4[nH]3)CC2)C(=O)N1Cc1ccccc1 (stereo unspecified) | 3% | 5% | 6% | -1% | 0% | -0.1% | -0.3 | 41 | 10% | i
CCn1cnc2c1c(=O)n(CC(=O)NCC(C)C)c(=O)n2Cc1ccccc1 | 11% | ? | 4% | 0% | -2% | 0.0% | -1.3 | 77 | 12% | .
COc1ccc(CNC(=O)[C@@H](NC(=O)C2CCN(S(=O)(=O)c3ccc(C)cc3)CC2)C(C)C)cc1OC | 1% | -2% | 8% | 1% | -8% | -0.1% | 0.3 | 65 | -1% | .
CSCC[C@H](NC(=O)c1nn(C)c(=O)c2ccccc12)c1nc2ccccc2[nH]1 | 5% | 11% | 2% | 5% | 1% | -0.1% | 0.3 | 32 | 4% | i
CCC(C)c1ccccc1NC(=O)Cc1coc2cc3c(cc12)CCC3 (stereo unspecified) | 6% | 2% | 5% | 12% | -5% | 0.3% | 12 | 61 | -10% | i
Cc1ccc(-c2cc(C(=O)Nc3cc(C)on3)c3ccccc3n2)c(C)c1 | 5% | 12% | 2% | 10% | 1% | -0.1% | -2.4 | 46 | 24% | i
O=C(Nc1ccc(C(=O)N2CCN(c3ccccc3)CC2)cc1)C1=CSCCO1 | . | -1% | -9% | -2% | -6% | -0.1% | -0.7 | 44 | 4% | .
COc1ccc(C#Cc2c(-c3ccc(OC)cc3)oc3ccc(-c4ccc(OC)cc4)cc23)cc1 | 3% | . | -4% | . | -4% | . | 1.0 | 59 | . | i
CC1CCN(c2ccc3nnc(CCC(=O)N4CCCCC4)n3n2)CC1 | 8% | 16% | 11% | -2% | -6% | 0.3% | -0.8 | 86 | -19% | .

For convenience, three of the compounds above.
SMILES | SV40 large T antigen | AID2073 | MgcRacGAP inhibition | GPR55 LPI antagonism | NS5 inhibitors | GPR55 beta-arrestin | NTR1 ag | NTR1 ag cell count 20 µM | GPR35 arrestin U2OS | Yfh1-depleted yeast | others
O=C(Nc1ccc(C(=O)N2CCN(c3ccccc3)CC2)cc1)C1=CSCCO1 | . | -1% | -9% | -2% | -6% | -0.1% | -0.7 | 44 | 4% | .
COc1ccc(C#Cc2c(-c3ccc(OC)cc3)oc3ccc(-c4ccc(OC)cc4)cc23)cc1 | 3% | . | -4% | . | -4% | . | 1.0 | 59 | . | i
CC1CCN(c2ccc3nnc(CCC(=O)N4CCCCC4)n3n2)CC1 | 8% | 16% | 11% | -2% | -6% | 0.3% | -0.8 | 86 | -19% | .
